Source: PubChem
GC-A act: GC-A (human) enzyme activation; HEK293 GC-A cells, cGMP TR-FRET, EC30 ANP; 0% at EC30 ANP, 100% saturating ANP; P16066; 370,000 compounds, 0.14% hits; activation, % at 10 µM; in the data active means activation above about 40%
Target sequence (P16066 whole entry, looked up): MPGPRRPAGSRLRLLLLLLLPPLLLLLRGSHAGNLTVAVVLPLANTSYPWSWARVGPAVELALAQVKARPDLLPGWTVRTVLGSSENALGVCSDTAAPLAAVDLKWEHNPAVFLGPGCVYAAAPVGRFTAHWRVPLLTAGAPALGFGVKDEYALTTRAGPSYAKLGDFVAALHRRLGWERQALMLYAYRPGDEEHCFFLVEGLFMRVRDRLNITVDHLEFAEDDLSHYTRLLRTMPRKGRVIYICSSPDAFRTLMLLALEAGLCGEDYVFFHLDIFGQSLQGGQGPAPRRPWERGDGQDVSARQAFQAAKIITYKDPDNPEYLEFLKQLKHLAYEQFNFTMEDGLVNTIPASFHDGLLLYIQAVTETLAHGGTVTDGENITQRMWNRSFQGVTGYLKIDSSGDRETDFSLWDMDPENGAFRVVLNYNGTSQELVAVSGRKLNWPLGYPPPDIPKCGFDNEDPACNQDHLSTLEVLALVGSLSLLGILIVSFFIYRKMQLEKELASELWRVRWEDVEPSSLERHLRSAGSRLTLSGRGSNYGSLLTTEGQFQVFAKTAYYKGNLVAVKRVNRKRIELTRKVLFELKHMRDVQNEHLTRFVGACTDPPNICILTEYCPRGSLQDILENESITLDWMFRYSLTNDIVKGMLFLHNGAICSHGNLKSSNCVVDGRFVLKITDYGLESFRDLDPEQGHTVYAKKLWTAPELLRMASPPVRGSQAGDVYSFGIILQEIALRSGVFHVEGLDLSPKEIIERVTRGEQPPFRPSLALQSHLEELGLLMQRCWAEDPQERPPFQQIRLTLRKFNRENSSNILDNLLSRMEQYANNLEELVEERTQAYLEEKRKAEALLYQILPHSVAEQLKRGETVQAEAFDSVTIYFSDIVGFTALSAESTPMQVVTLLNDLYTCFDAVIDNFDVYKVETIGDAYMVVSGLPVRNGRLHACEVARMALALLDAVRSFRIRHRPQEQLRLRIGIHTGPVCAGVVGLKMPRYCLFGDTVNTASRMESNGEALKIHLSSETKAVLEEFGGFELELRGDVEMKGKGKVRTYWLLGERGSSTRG
PG9 binder: PG9 antibody binding by small molecule. TR-FRET gp120-PG9 antibody binding. inhibition, % at 6.7 µM. 360,000 compounds, 0.43% hits. AID 624416; in the data active means inhibition above about 8.5%
mABHD4 FP: inhibitors of mouse ABHD4; Q8VD66; purified mABHD4, FP-Rh probe fluorescence polarization; inhibition, % at 8.92 µM; 370,000 compounds, 0.54% hits;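 active means inhibition exceeding the mean over every tested compound plus 3 SD, cut at about 30% in these data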;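 further: 0% = plate median of compound wells and 100% = S159A mutant with DMSO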
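Assay system: Wild-type mouse ABHD4 protein | Medium: HEPES pH 7.0 buffer, 150 mM NaCl, 0.01% Pluronic F-127 | Incubation: Enzyme–compound pre-incubation 45 min, then probe 60 min, both 25 °C | Technique: Fluorescence polarization with parallel and perpendicular emission, 525/598 nm | Evaluation: % inhibition of FP-Rh probe binding versus controls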
NR1D1 modulator: modulators of human Rev-erb alpha DNA binding; 370,000 compounds, 0.79% hits; activity, % at 10 µM; Rev-erbα–FITC-DNA binding, fluorescence polarization, 90 min; P20393;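 active means activity above about 14%, limit read from the data; passing the limit was not always enough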;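 further: 0% = DMSO wells with 35 nM protein and 100% = DMSO wells with 750 nM protein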
SMARCA2 act: SMARCA2 function activation, primary screen; MG213 cells, MMTV-luciferase reporter, dexamethasone, overnight; activation, % at 9.1 µM; 370,000 compounds, 1% hits; AID 652017; in the data active means activation above about 7.8%;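 further: 0% = vehicle wells and 100% = reference activator wells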
ARFGAP1 inhibitor: inhibitors of rat ARFGAP1 | inhibition, % at 16.5 µM | Arfgap1-stimulated ARF1 GTP hydrolysis, GDP FP detection | 360,000 compounds, 0.26% hits | Q62848 | AID 651572;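 active means inhibition above a per-plate limit, mean inhibition of low control wells plus 3 SD, cut at about 25% in these data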;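 further: 0% = DMSO wells with enzyme and 100% = wells lacking Arfgap1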
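Assay system: purified rat His6-Arfgap1 residues 1-136 (GAP domain); Reagent: human Δ17 ARF1 bound to GTP; Dosing: 16.5 µM single point, 1.26% DMSO; Times: GTP hydrolysis reaction 2 h at 25 °C; Signal: FP, GDP Alexa 633 tracer displaced from anti-GDP antibody, 620/688 nm; Measure: % inhibition from polarization.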
rCAG binder: molecules binding r(CAG) RNA repeats; AID 651821; inhibition, % at 3 µM; r(CAG) RNA repeat, TO-PRO-1 dye displacement fluorescence; 370,000 compounds, 1.3% hits;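 active means inhibition above the plate cutoff, the mean of all test compounds on that plate plus 3 SD, cut at about 35% in these data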;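 further: 0% = DMSO alone and 100% = 100 µM mitoxantrone as full dye displacement; higher means more dye released from RNA so lower well fluorescence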
HTRA1 inh: inhibitors of human serine peptidase HTRA1; Q92743; 340,000 compounds, 0.5% hits; AID 504803; inhibition, % at 5.96 µM; recombinant HTRA1, FP-rhodamine activity-based probe, fluorescence polarization; in the data active means inhibition above about 36%;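 further: 0% = enzyme with DMSO and 100% = wells lacking enzyme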
ASAP1 inh: inhibitors of human ASAP1 ArfGAP activity; ASAP1-stimulated ARF1 GTP hydrolysis, GDP FP detection; inhibition, % at 16.5 µM; Q9ULH1; 360,000 compounds, 0.19% hits; in the data active means inhibition above about 25%;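 further: 0% = vehicle with enzyme and substrate and 100% = no enzyme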
GC-B act: GC-B (human) receptor activation; HEK293-GC-B cells, CNP EC30, cGMP TR-FRET; 0% at EC30 CNP, 100% saturating CNP; 370,000 compounds, 0.11% hits; AID 1920062; activation, % at 10 µM; P20594;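 active means activation at 10 µM reaching about 35% in either raw or pattern-adjusted values, limit read from the data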
Active calls of the source: *.

1	Nc1cccc2c1Cc1cc([N+](=O)[O-])ccc1-2
2	O=C1NC(=O)C(CCc2ccccn2)(Cc2ccc3c(c2)OCO3)C(=O)N1CCc1ccccc1 (stereo unspecified)
3	CCCc1nc2ccccc2c(=O)n1-c1ccccc1OC
4	CCCCCC[N+](=O)[O-]
5	CC12CCC(=O)C=C1CC(O)C1C2CCC2(C)C1CCC2(C)O (stereo unspecified)
6	CC(=O)O[C@H]1CC[C@]2(C)C3CC[C@@]4(C)C(C[C@@H](O)[C@@H]4O)C3[C@@H](OC(C)=O)C[C@H]2C1 (stereo partly specified)
7	CN1CC[C@]23c4c5ccc(O)c4OC2C(O)C=CC3[C@H]1C5 (stereo partly specified)
8	COc1ccc(C(=O)C2(C)N(O)C(C)C(c3cccs3)=[N+]2[O-])cc1 (stereo unspecified)
9	COC(=O)C1=C(c2cc3ccccc3s2)C[C@@H]2CC[C@H]1N2C(=O)NC1CC1

Screen / compound no.	1	2	3	4	5	6	7	8	9
GC-A act	9	-7	-4	4	0	0	2	-2	-6
PG9 binder	0.8	1.1	0.0	-2.1	1.8	0.1	-0.1	-2.0	0.5
mABHD4 FP	4	-7	3	-2	0	2	6	0	-5
NR1D1 modulator	4	2	4	-4	12	2	-5	18	0
SMARCA2 act	2	-4	0	3	-4	0	2	1	0
ARFGAP1 inhibitor	7	2	11	2	4	-2	9	5	-7
rCAG binder	3	5	-4	-1	1	-1	4	0	-2
HTRA1 inh	-2	-11	2	2	-1	5	-4	-4	-8
ASAP1 inh	5	15	1	-9	-4	5	-13	9	3
GC-B act	6	-4	-8	-9	1	3	-3	-4	3

Part of the list above, with bars between the fields:
No. | molecule | GC-A act | PG9 binder | mABHD4 FP | NR1D1 modulator | SMARCA2 act | ARFGAP1 inhibitor | rCAG binder | HTRA1 inh | ASAP1 inh | GC-B act
3 | CCCc1nc2ccccc2c(=O)n1-c1ccccc1OC | -4 | 0.0 | 3 | 4 | 0 | 11 | -4 | 2 | 1 | -8
4 | CCCCCC[N+](=O)[O-] | 4 | -2.1 | -2 | -4 | 3 | 2 | -1 | 2 | -9 | -9
5 | CC12CCC(=O)C=C1CC(O)C1C2CCC2(C)C1CCC2(C)O (stereo unspecified) | 0 | 1.8 | 0 | 12 | -4 | 4 | 1 | -1 | -4 | 1
6 | CC(=O)O[C@H]1CC[C@]2(C)C3CC[C@@]4(C)C(C[C@@H](O)[C@@H]4O)C3[C@@H](OC(C)=O)C[C@H]2C1 (stereo partly specified) | 0 | 0.1 | 2 | 2 | 0 | -2 | -1 | 5 | 5 | 3
7 | CN1CC[C@]23c4c5ccc(O)c4OC2C(O)C=CC3[C@H]1C5 (stereo partly specified) | 2 | -0.1 | 6 | -5 | 2 | 9 | 4 | -4 | -13 | -3
8 | COc1ccc(C(=O)C2(C)N(O)C(C)C(c3cccs3)=[N+]2[O-])cc1 (stereo unspecified) | -2 | -2.0 | 0 | 18 | 1 | 5 | 0 | -4 | 9 | -4
9 | COC(=O)C1=C(c2cc3ccccc3s2)C[C@@H]2CC[C@H]1N2C(=O)NC1CC1 | -6 | 0.5 | -5 | 0 | 0 | -7 | -2 | -8 | 3 | 3

This is a subset, so the mix of outcomes need not match the whole.
